# Assay outcomes (PubChem BioAssay)
# GLS inhibitor – glutaminase GLS (human) inhibition. O94925. GLS enzymatic activity, qHTS titration. Potency, µM (titrated, usually from 45.5 µM), for the others: top-dose activity change, negative = inhibition, usual class: inhibitors. 410,000 tested, 0.21% active. AID 624170; note: potency is the fitted concentration of half-maximal effect; % is set by controls: 0 for no effect and ±100 for the full control effect
#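 Assay buffer: 45 mM KH2PO4 pH 8.2, 0.02% Tween-20. hKGA acts on L-glutamine (1 mM solution added); product glutamate is reported by an oxidase/peroxidase Amplex Red coupling, with fluorescence taken at baseline and 30 min.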
# HP1b chromo inh – HP1-beta chromodomain-methylated histone interaction inhibition. P83916. AlphaScreen HP1-beta / biotin-H3K9me3 peptide binding. Potency, µM (series often up to 114 µM), for inactives: at the top dose activity change, negative = inhibition, most hits filed as inhibitors. 390,000 tested, 0.56% active. AID 540317; note: potency is the fitted concentration of half-maximal effect; nearly all actives have a fitted effect of over 70% in size; inactives centre near 23
#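 Compound inhibition of the preformed complex between 50 nM HP1-beta and 50 nM biotinylated H3K9me3 peptide was read by AlphaScreen. Buffer was PBS pH 7.4 with 0.01% Tween-20. Incubations ran 30 min at room temperature, with 10 ug/mL donor/acceptor beads.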
# Pin1 inhibitor – human Pin1 inhibition; Pin1 FP peptide displacement, HiFluor488, 10 min; AID 504891; Q13526; 390,000 tested, 0.009% active; Potency, µM (top dose mostly 115 µM), for the others: top-dose activity, negative = inhibition, usual class: inhibitors; active = well fitted inhibition curve with a large enough effect in the polarisation, with a control signal flat, not every such curve was filed as active; inconclusive = small, poorly fitted or top-dose-only effect, or effect the other way, or a change in a side signal; inactive = no such curve, though single readings can be large or run the other way; the % refers to the polarisation; note: potency is the fitted concentration of half-maximal effect; % is set by controls: 0 for no effect and ±100 for the full control effect
# G9a inh – inhibitors of human histone lysine methyltransferase G9a; G9a H3K9 monomethylation, AlphaScreen, 2 h; Potency, µM (titrated, usually from 102 µM), inactives show at the top dose activity, negative = inhibition, hits mostly inhibitors; AID 504332; 350,000 tested, 8.8% active; Q96KQ7; note: potency is the fitted concentration of half-maximal effect; % is set by controls: 0 for no effect and ±100 for the full control effect; nearly all actives have a fitted effect of over 75% in size
#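 Step 1: enzyme (final 20 nM) with compound, 15 min RT. Step 2: substrate peptide 500 nM and SAM 20 uM, 2 h RT. Step 3: anti-H3K9me1 antibody and AlphaScreen beads, 10 min, then plate read.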
# Tb PGK inh – inhibitors of T. brucei phosphoglycerate kinase; P07378; PGK/GAPDH coupled, Kinase-Glo luminescence, 60 min; Potency, µM (doses to about 57.5 µM), for the others: at the top dose activity change, negative = inhibition, usual class: inhibitors; 380,000 tested, 0.043% active; AID 602233; note: potency is the fitted concentration of half-maximal effect; % is set by controls: 0 for no effect and ±100 for the full control effect; nearly all actives have a fitted effect of over 60% in size
#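 Recombinant glycosomal PGK reaction used 1,3-bisphosphoglycerate generated in-well by GAPDH (100nM final) in 100mM TEA pH 7.6, 5mM MgCl2, 0.01% Tween-20. After 60 minutes at room temperature, ATP was read by Kinase-Glo Plus luminescence end-point.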
# ERG-DNA inh – inhibitors of human ERG Ets domain-DNA interaction; Potency, µM (top dose mostly 76.9 µM), inactives show at the top dose FP activity, negative = inhibition, hits mostly inhibitors; AID 624246; fluorescence polarization, His-ERG Ets domain / labelled DNA; 370,000 tested, 0.028% active; P11308; active = well fitted inhibition curve with a large enough effect in the polarisation, with a control signal flat; inconclusive = small, poorly fitted or top-dose-only effect, or effect the other way, or a change in a side signal; inactive = no such curve, though single readings can be large or run the other way; the % refers to the polarisation;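 note: polarization taken with two DNA probes labelled with fluorescein and Texas red; potency is the fitted concentration of half-maximal effect; % of control where 0% means no effect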
#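 His-tagged ERG Ets domain (1 uM in the protein solution; 300mM KCl, 50mM Tris-HCl, 1mM EDTA, 1mM DTT, pH 7.5) received compound, then a probe mix of 5 nM fluorescein-DNA and 100nM Texas-615-DNA. Fluorescence polarization was read for both dyes.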
# BAZ2B inh – BAZ2B (human) inhibition; AID 504333; Potency, µM (top dose mostly 114 µM), for the others: top-dose activity change, negative = inhibition, actives largely listed as inhibitors; Q9UIF8; 360,000 tested, 4.4% active; AlphaScreen BAZ2B-H3K14Ac peptide displacement; note: potency is the fitted concentration of half-maximal effect; % is set by controls: 0 for no effect and ±100 for the full control effect; nearly all actives have a fitted effect of over 60% in size
#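 BAZ2B 50 nM plus b-H3(5-23)K14Ac 50 nM, PBS pH 7.4/0.01% Tween-20, 30 min RT; compound added (max 110 uM), 30 min RT; streptavidin donor/Ni-chelate acceptor beads 10 ug/mL final, 20 min dark; AlphaScreen read.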
# JMJD2A Tudor – inhibitors of human JMJD2A Tudor domain | O75164 | AlphaScreen JMJD2A-Tudor / H3K4me3 peptide binding | Potency, µM (top dose mostly 114 µM), inactives show at the highest dose activity change, negative = inhibition, usual class: inhibitors | 390,000 tested, 4.4% active | AID 504339; note: potency is the fitted concentration of half-maximal effect; % is set by controls: 0 for no effect and ±100 for the full control effect; nearly all actives have a fitted effect of over 50% in size
# Target sequence (O75164 whole entry, looked up, the tested form may be a part): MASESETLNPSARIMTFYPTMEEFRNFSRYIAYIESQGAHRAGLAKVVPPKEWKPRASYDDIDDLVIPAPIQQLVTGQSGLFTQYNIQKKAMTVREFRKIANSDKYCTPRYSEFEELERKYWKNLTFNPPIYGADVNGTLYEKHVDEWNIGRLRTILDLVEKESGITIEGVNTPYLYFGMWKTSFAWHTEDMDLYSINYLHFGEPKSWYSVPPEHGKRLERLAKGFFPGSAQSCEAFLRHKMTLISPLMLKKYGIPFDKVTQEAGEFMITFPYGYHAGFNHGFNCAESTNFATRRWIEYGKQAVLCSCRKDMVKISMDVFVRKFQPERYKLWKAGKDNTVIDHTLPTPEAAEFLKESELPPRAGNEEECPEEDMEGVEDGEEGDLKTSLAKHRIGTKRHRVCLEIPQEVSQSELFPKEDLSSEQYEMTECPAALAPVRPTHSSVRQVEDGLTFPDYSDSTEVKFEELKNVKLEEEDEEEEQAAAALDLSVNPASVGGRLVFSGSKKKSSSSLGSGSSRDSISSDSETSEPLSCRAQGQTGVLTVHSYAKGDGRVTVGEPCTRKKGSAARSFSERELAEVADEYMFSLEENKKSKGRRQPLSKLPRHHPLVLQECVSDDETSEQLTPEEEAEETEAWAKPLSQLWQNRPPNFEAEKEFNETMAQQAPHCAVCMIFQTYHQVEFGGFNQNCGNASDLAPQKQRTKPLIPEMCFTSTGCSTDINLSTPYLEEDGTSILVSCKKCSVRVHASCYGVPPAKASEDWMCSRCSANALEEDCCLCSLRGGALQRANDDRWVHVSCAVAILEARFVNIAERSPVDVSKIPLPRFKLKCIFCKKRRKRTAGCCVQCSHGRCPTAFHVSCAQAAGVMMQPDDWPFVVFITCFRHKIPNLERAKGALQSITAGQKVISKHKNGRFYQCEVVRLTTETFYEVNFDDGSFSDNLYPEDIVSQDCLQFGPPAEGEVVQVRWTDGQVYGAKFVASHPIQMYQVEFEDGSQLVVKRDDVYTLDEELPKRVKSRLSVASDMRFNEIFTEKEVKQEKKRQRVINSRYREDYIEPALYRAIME
# PI4K2A block – PI4K2A (human) kinase inhibition. purified PI4K2A, ADP-Glo luminescence, 1 h; hits give low values. activity change, negative = inhibition, % at 76.9 µM. 420,000 tested, 0.13% active; in the data active = activity change below about -50%; inconclusive = mostly about -30% to -49%;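 note: -100% = wells without enzyme as full effect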
#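 ADP-Glo luminescence measured ADP generated by PI4K2A enzyme (4 ug/mL before mixing) with 1.2 mM PI substrate (pre-mix) and 300 microM ATP (pre-mix). Tris pH7.5 buffer with MgCl2, Triton X-100; 1 h reaction at ambient temperature.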
# The depositor's hits bear a star; i = inactive; ? = inconclusive; nt = no result given; & = joins results of further samples; [ ] = dose if it differs, or a comment. Unless noted, calls come from the whole dose curve; as a rule, active = well fitted curve in the direction sought with a large enough effect; inconclusive = small, poorly fitted or top-dose-only effect, or another doubt; inactive = no such curve, though single readings can be large; an effect the other way counts as inactive or inconclusive.
SMILES,GLS inhibitor,HP1b chromo inh,Pin1 inhibitor,G9a inh,Tb PGK inh,ERG-DNA inh,BAZ2B inh,JMJD2A Tudor,PI4K2A block
O=C(NC1CCCCCCC1)c1cc(F)c(F)cc1Cl,13%,31%,-3%,nt,-5%,0%,1%,8%,-2
COc1cccc(-n2c(Cc3cc(=O)[nH]c(=O)[nH]3)nnc2SCc2cccnc2)c1,1%,70%[activator],?,50µM*,i,-1%,15%,-3%,-5
CC(C)N(C(=O)c1ccccc1-c1ccccc1)C(C)C,-3%,23%,-1%,4%[59 µM],-4%,8%,10%,-10%,-5
CC(=O)OC(C(=O)NCc1ccco1)c1ccncc1 (stereo not drawn),-3%,63%[activator],-1%,?,i,1%,7%,-2%,-5
Fc1cccc(Cc2noc(CN3CCN(c4cnccn4)CC3)n2)c1,-3%,0%,-3%,9%[59 µM],-7%,1%,3%,-17%,-10
COc1ccc(N(C)S(=O)(=O)c2cccc(C(=O)OCC(=O)N3CC(C)CC(C)C3)c2)cc1 (stereo not drawn),0%,17%,0%,nt,7%,-1%,nt,-8%,3
COc1cc(C(C)=O)ccc1COc1ccc(C(=O)O)cc1OC,-4%,17%,1%,nt,-4%,-5%,-7%,-1%,-2
CCOC(=O)c1ccccc1NC(=O)Cc1ccccc1OC,2%,88%,0%,23%[59 µM],-7%,-13%,36%,44%[activator],2
O=C(NCc1ccco1)c1cc2nc(C3CC3)cc(C(F)(F)F)n2n1,0%,28%,4%,-3%[12.7 µM],i,5%,-4%,-20%,-15
COc1ccc([C@@]2(C(C)C)ON(c3ccccc3C(F)(F)F)C2=O)cc1,0%,170%[activator],-5%,4%[0.501 µM],i,2%,71%[activator],59%[activator],1
CCC(NC(=O)c1cc(COc2ccc(F)cc2Cl)on1)c1ccncc1 (stereo not drawn),-16%,17%,1%,nt,3%,8%,-10%,-9%,-3
Oc1ccc(-c2nc3ccccn3c2Nc2ccc3c(c2)OCCO3)cc1,11%,-37%,-1%,13µM*,-5%,5%,40µM*,50µM*,-6
CCOc1ccc(NS(=O)(=O)c2ccc(NS(=O)(=O)c3ccccc3)cc2)cc1,10%,13%,8%,-1%,0%,-7%,-4%,-16%,-2
CCOC(=O)CSc1nc2sc(C)c(C)c2c(=O)[nH]1,-1%,62%[activator],5%,-6%[12.7 µM],-6%,-6%,2%,16%,-3
CCOC(=O)C1=C(CSc2nc(CC)c(C)cc2C#N)OC(N)=C(C#N)C1c1ccccc1 (stereo not drawn),5%,11%,?,40µM*,-3%,-8%,?,?,15
Cn1c(SCc2n[nH]c(=S)o2)nnc1-c1ccccc1,10%,30%,-1%,?,5%,-9%,1%,?,2
Cc1cc(C)c2c(N)c(C(=O)C(C)(C)C)sc2n1,-9%,40%[activator],-3%,-3%,-11%,-6%,-18%,11%,-5
Cc1cccc(NC(=O)Nc2nnc(N(C)C3CCCCC3)s2)c1C,-12%,19%,-1%,-6%[59 µM],-2%,5%,-12%,-15%,-1
CCn1ncc(/C=N/O)c1C,1%,9%,-3%,-2%[59 µM],-4%,-10%,5%,-4%,-8
COc1ccc(N=C2NC(=O)/C(=C/C=C/c3ccccc3)S2)cc1,3%,13%,-1%,nt,-8%,-2%,-14%,-10%,-1
COc1ccccc1C(=O)Nc1ccccc1C(=O)OCc1cc(=O)n2ccsc2n1,-2%,26%,0%,-3%[12.7 µM],0%,-2%,-17%,-6%,4
O=C(CN1C(=O)C2C3C=CC(C3)C2C1=O)OCC(=O)c1ccc(Br)cc1 (stereo not drawn),1%,40%[activator],0%,nt,-1%,5%,2%,3%,-3
O=C(COc1ccccc1)NCCSc1ccccc1,9%,40%[activator],-3%,7%,-5%,-17%,2%,2%,0
CCC(CO)Oc1cc(NC(=O)c2ccccc2C)c2ncn(C(C)C)c2c1 (stereo not drawn),?,10%,-7%,nt,0%,3%,nt,-29%,-8
CCN(CC)S(=O)(=O)c1cc(-c2nn(C)c(=O)c3ccccc23)ccc1C,0%,-2%,-2%,?,-14%,-1%,50µM*,?,0
CN1CCCC(OC(=O)c2cc(F)c(F)c(F)c2F)C1 (stereo not drawn),13%,11%,1%,21%[2.33 µM],10%,4%,9%,-10%,-7
Cc1ccc2c(c1)N(C(=O)Nc1cccc3c1CCCC3)CC(C)O2 (stereo not drawn),-7%,-15%,-4%,-2%[59 µM],5%,-1%,-5%,-17%,6
CCCCN(C)CCn1c(=S)[nH]c2ncccc2c1=O,26%,-12%,-2%,50µM*,-9%,-9%,3%,?,-1
CCOc1ccccc1CN1CCN(Cc2cc3ccccc3[nH]2)CC1CCO (stereo not drawn),-4%,-12%,7%,8%,6%,-5%,-24%,?,0
COC(=O)[C@]1(Cc2ccccc2)N[C@H](CN(C)C(=O)C2CCCCC2)[C@@H]2C(=O)N(C)C(=O)[C@@H]21,-4%,38%,11%,nt,-3%,5%,nt,-2%,2
Cc1ccc(-n2cc(CN3CCN(c4ccccn4)CC3)c(-c3ccc(F)cc3)n2)cc1,0%,23%,-2%,-6%,5%,-3%,?,-21%,4
Cc1ccc(NC(=O)Cn2ncc3c4ccccc4n(Cc4ccccc4)c3c2=O)cc1Cl,-7%,28%,8%,7%[59 µM],6%,-4%,-8%,-5%,-5
CCOc1cc(/C=N/O)ccc1OS(=O)(=O)c1ccc(C)cc1,4%,16%,-8%,-23%,-3%,-5%,1%,-9%,5
CC[C@H]1C/C=C\Cc2ccccc2[C@H](C(=O)C[C@@H](O)CC(C)=O)OC1=O,-2%,41%[activator],8%,nt,i,-2%,nt,-10%,-2
CCCCC(CC)C(=O)Nc1cccc(SC)c1 (stereo not drawn),0%,79%[activator],-2%,40%,i,10%,16%,18%,?
CCN(CC(=O)Nc1ccc(NC(C)=O)cc1)C(=O)COc1ccc2ccccc2c1,-3%,-7%,6%,13%[0.501 µM],-5%,12%,12%,-27%,-8
O=C(CC1SC(=Nc2cccc3ccccc23)N(Cc2ccccn2)C1=O)Nc1ccccc1Br (stereo not drawn),6%,21%,30%,-14%[59 µM],0%,5%,-10%,-21%,-1
COc1ccc(CSc2ccc(-c3nc4ccccn4c3NCc3ccccc3)cc2OC)cc1,11%,37%,0%,10%[2.33 µM],-3%,-18%,-34%,?,4
O=C(c1cccc(Cl)c1)N1CCCc2ccccc21,7%,29%,-2%,22%,i,1%,5%,1%,0
O=C(NCC(c1ccco1)N1CCc2ccccc2C1)c1ccc([N+](=O)[O-])cc1 (stereo not drawn),-10%,-21%,2%,5%,-9%,18%,10%,-35%,0
CC(C)Oc1cccc(C(=O)C2CCCN(S(=O)(=O)C(C)C)C2)c1 (stereo not drawn),1%,18%,6%,3%,-8%,8%,3%,2%[57.1 µM],10
CCn1c(SC)nc(O)c(C(c2ccc(OC)c(O)c2)c2c(O)nc(SC)n(CC)c2=O)c1=O,36%[activator],30%,0%,10µM*,i,3%,1%,-29%,-17
CS(=O)(=O)c1cccc(S(=O)(=O)N2CCN(c3ccccn3)CC2)c1,-1%,25%,-5%,11%,3%,6%,-8%,-3%,-1
C/C(=N\Nc1nc(-c2ccccc2O)nc2ccccc12)c1ccccc1,1%,17%,-1%,6%,1%,-8%,2%,-16%,5
CS(=O)(=O)c1ccc(CNC(=O)C2(C(F)(F)F)CC(CCCO)CCCO2)cc1 (stereo not drawn),3%,35%&19%,0%&19%,nt,0%,-1%,nt,0%&-7%,4
COC(=O)c1c(C)oc2ccc(N(C(=O)Oc3ccccc3)S(=O)(=O)c3ccccc3)cc12,3%,17%,?,-1%[59 µM],i,nt,-9%,-22%,1
CC1(C)CC(=O)C(C#N)=C(NCCCO)C1,1%,27%,-1%,-23%[59 µM],3%,-6%,30%,-1%,0
CCN(CC)CCCSc1nc2ccccc2s1,-14%,?,2%,44%,0%,-3%,-8%,28µM*,-1
O=C(NC1CC1)C1CCN(C2CCN(C(=O)/C=C/c3cccc(F)c3F)CC2)CC1,1%,27%,2%,-2%,-3%,1%,-8%,-8%,4
Nc1nnc(SCC(=O)c2ccc3c(c2)NC(=O)CO3)s1,-1%,64%[activator],0%,nt,i,-18%,9%,-16%,5

# Continued.
SMILES,GLS inhibitor,HP1b chromo inh,Pin1 inhibitor,G9a inh,Tb PGK inh,ERG-DNA inh,BAZ2B inh,JMJD2A Tudor,PI4K2A block
CCOC(=O)CSc1nc(C)c2cccc(C)c2n1,8%,51%[activator],-2%,56%[activator],6%,-5%,20%,16%,7
C=CCNC(NC(=O)c1ccccc1)(C(=O)OCC)C(F)(F)F (stereo not drawn),1%,12%,5%,13%,4%,1%,-1%,-6%,5
N#Cc1ccc(NC(=S)Nc2ccccc2)cc1,1%,29%,0%,-3%[59 µM],-1%,-5%,6%,-6%,-2
Cc1ccc(S(=O)(=O)N2CCN(C(=O)Cn3c(=O)cnc4ccccc43)CC2)cc1,-1%,29%,18%,-5%[12.7 µM],-5%,1%,-3%,-12%,-2

# Compounds were not picked by outcome. Share with any hit: about 11%.
